KB-3-1 cytotox: kills parental KB-3-1 adenocarcinoma cells; AID 1347075; Potency, µM (series often up to 46.1 µM), without a hit: at the highest dose activity change, negative = cytotoxic, actives largely listed as cytotoxic; KB-3-1 viability, CellTiter-Glo ATP luminescence, 72 h; actives 1.4% (n = 400,000); note: potency is the fitted concentration of half-maximal effect; % is set by controls: 0 for no effect and ±100 for the full control effect; nearly all actives have a fitted effect of over 60% in size
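Multi-concentration cytotoxicity screen in KB-3-1 cells grown in DMEM lacking phenol red with 10% FBS. After 72 h at 37 °C with compound, ATP-dependent luminescence was recorded.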
D3 ag: D3 dopamine receptor (human) agonism. D3R DiscoveRx beta-arrestin cells, luminescence, 90 min. max activation, %. actives 0.58% (n = 410,000). AID 652048; in the data active = max activation above about 30%; note: 0% is about no effect; mostly tested at two doses, the higher about 12 µM
Target sequence (P35462 whole entry, looked up): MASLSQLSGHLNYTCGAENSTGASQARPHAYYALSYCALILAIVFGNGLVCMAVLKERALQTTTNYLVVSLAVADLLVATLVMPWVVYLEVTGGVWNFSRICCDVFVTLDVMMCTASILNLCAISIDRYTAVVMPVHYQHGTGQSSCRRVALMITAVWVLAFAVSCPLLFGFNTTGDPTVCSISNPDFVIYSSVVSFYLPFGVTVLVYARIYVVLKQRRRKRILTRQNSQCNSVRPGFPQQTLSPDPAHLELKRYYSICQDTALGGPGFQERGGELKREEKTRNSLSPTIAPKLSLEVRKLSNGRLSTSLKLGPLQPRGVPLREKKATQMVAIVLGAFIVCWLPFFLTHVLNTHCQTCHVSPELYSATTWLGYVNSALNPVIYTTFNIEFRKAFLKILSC
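Agonist mode: compounds and dopamine controls were applied to plated cells for 90 min at 37 degrees C after an overnight attachment at 1500 cells/well. Luminescent read-out followed 30 - 60 minutes at room temperature with DiscoveRx detection reagent.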
IL1B secr inh: inflammasome signaling inhibition, IL-1 beta readout; actives 4.7% (n = 360,000); activity change, % at 57.5 µM; THP-1 LPS/ATP IL-1B secretion, AlphaLISA, 16 h; active compounds read low; in the data active = activity change below about -50%; inconclusive = mostly about -30% to -49%; note: % is set by controls: 0 for no effect and ±100 for the full control effect
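Secreted IL-1B measured by AlphaLISA bead assay after 16 h compound exposure of THP-1 cells; compounds (final up to 57.5 uM) added 1 h before LPS (250 ng/mL) and ATP (1.25 mM) stimulation; lower signal means less secretion.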
HT1080 IDH1KD tx: toxicity to HT-1080 IDH1 knockdown cells (counter line). HT-1080 IDH1 knockdown viability, ATP luminescence, 48 h. Potency, µM (titrated, usually from 46.1 µM), without a hit: at the highest dose activity, negative = toxicity, most hits filed as cytotoxic. actives 2% (n = 360,000). AID 686971;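 note: potency is the fitted concentration of half-maximal effect; 0% = DMSO wells and -100% = cell-free medium wells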
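Assay cells: HT-1080 with IDH1 knockdown, 750 per well, RPMI/5% FBS. Exposure: 48 h at 37 °C following 2 h pre-incubation. Read: CellTiter-Glo luminescence; fitted concentration-response, curve class assigned.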
HEK293 tox: cytotoxicity counter-screen for GLP-1 receptor inverse agonists; Potency, µM (series often up to 38.3 µM), without a hit: top-dose activity change, negative = inhibition, hits mostly inhibitors; actives 0.13% (n = 410,000); HEK293 cAMP-luciferase reporter cells, luminescence, 24 h;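 note: loss of luciferase light is scored as toxicity; potency is the fitted concentration of half-maximal effect; % is set by controls: 0 for no effect and ±100 for the full control effect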
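Compound-treated cells are incubated 24 hr at 37 deg C under 5% CO2 after a 12 hour attachment period, then luciferase detection reagent is added and luminescence is measured following 12 min at room temperature; lowered signal indicates toxicity.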
SW480 rereplic: DNA re-replication induction in SW480 cells. Potency, µM (top dose mostly 46.1 µM), without a hit: at the top dose re-replication activation, usual class: activators. SW480 DNA re-replication, Hoechst DNA content imaging, 48 h. actives 1.8% (n = 340,000); note: potency is the fitted concentration of half-maximal effect; % of control where 0% means no effect; nearly all actives have a fitted effect of over 55% in size
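First, 250 cells per well were seeded. Next, compound or vehicle (23 nL) was pinned in, plates sat 48 hr at 37 C. Finally Hoechst was added for 40 min before fluorescence scanning.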
KB-V1 MDR tox: kills drug-selected multidrug resistant KB-V1 cells; actives 3.4% (n = 400,000); KB-V1 MDR cells viability, CellTiter-Glo, 72 h; Potency, µM (top dose mostly 46.1 µM), for inactives: at the top dose activity change, negative = cytotoxicity, usual class: cytotoxic; AID 1347076; note: potency is the fitted concentration of half-maximal effect; % is set by controls: 0 for no effect and ±100 for the full control effect; nearly all actives have a fitted effect of over 60% in size
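Following 72 h at 37 degrees C with compound, KB-V1 cell viability was read by CellTiter-Glo luminescence, medium being phenol-red-free DMEM plus 10% FBS; concentration-response parameters came from normalized, curve-fitted qHTS data.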
MCF10A rereplic: inducers of DNA re-replication in MCF 10A breast cells | MCF 10A DNA re-replication, Hoechst nuclear intensity, 48 h | Potency, µM (series often up to 46.1 µM), inactives show at the top dose activity, positive = re-replication, most hits filed as activators | actives 2.9% (n = 350,000); note: potency is the fitted concentration of half-maximal effect; % of control where 0% means no effect; nearly all actives have a fitted effect of over 50% in size
HT1080-NT tox: kills 2HG-producing HT-1080-NT fibrosarcoma cells; actives 1.6% (n = 360,000); HT-1080-NT fibrosarcoma viability, CellTiter-Glo ATP luminescence, 48 h; AID 686970; Potency, µM (highest dose often 46.1 µM), without a hit: at the top dose activity, negative = less viability, actives largely listed as cytotoxic;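 note: NT is the 2HG producing partner of a matched IDH1 knockdown line; potency is the fitted concentration of half-maximal effect; 0% = DMSO-treated cells and -100% = media-only wells without cells; nearly all actives have a fitted effect of over 55% in size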
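Fibrosarcoma NT cells, 750 per well in 5% FBS RPMI, were exposed to compound for 48 hours. Viability: CellTiter-Glo luminescence.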
Active calls of the source: *; ? = inconclusive; . = no result given; & = joins results of further samples; [ ] = remark or other dose. Unless noted, calls come from the whole dose curve; as a rule, active = well fitted curve in the direction sought with a large enough effect; inconclusive = small, poorly fitted or top-dose-only effect, or another doubt; inactive = no such curve, though single readings can be large; an effect the other way counts as inactive or inconclusive. This is a random part of the collection (roughly 11% active in at least one column).

SMILES	KB-3-1 cytotox	D3 ag	IL1B secr inh	HT1080 IDH1KD tx	HEK293 tox	SW480 rereplic	KB-V1 MDR tox	MCF10A rereplic	HT1080-NT tox
Cc1cccn2c(=O)c(C=O)c(NCc3ccccc3)nc12	0%	2	0	-11%	-10%	-9%	?	1%	0%
O=P(C(=NCCO)NO)(N1CCOCC1)N1CCOCC1	1%	1	11	12%	-9%	-16%	17%	1%	6%
CCc1nn2c(=O)cc(COc3ccc(/C=C4\C(=N)N5N=C(C)SC5=NC4=O)cc3)nc2s1	3%	0	-4	11%	18%	5%	-10%	?	4%
O=C(O)CCCN1C(=O)/C(=C/c2ccncc2)SC1=S	-14%	5	-80*	-18%	-12%	3%	-3%	27%	?
CCCCN(C)CCCNC(=O)Cn1ncc2c3ccccc3n(Cc3ccccc3F)c2c1=O	?	-25	.	.	12%	.	-7%	.	.
CCOc1ccc(NC(=O)CCn2c(=O)[nH]c3ccsc3c2=O)cc1	19%	-1	13	0%	0%	0%	7%	4%	1%
Cc1cc(=O)n2c(C(=O)Nc3ccc(C)c(C)c3)c(C(=O)Nc3ccccc3)sc2n1	4%&1%	-2&-6	-4	8%	-10%&2%	?	?	?	11%
COc1ccc(S(=O)(=O)N(C)CC(=O)NC2CCCCC2)cc1Cl	-18%	14	-1	11%	2%	3%	-12%	-2%	5%
Cc1ccc(NC(=O)CCCn2c(=O)[nH]c3ccsc3c2=O)cc1	13%	8	-1	4%	1%	-7%	4%	-6%	-5%
Cc1ccc(Cl)c(OCC(=O)NN2CCN(C)CC2)c1	12%	3	-15	11%	1%	?	16%	1%	1%
C=CCNC(=S)N/N=C1\CCS(=O)(=O)c2ccccc21	18%	-2	20	-6%	2%	3%	-3%	-3%	0%
C=CC[C@H](CC(=O)N(CCO)Cc1ccccc1)C(=O)N[C@@H](C)COC(=O)[C@@H](CC=C)Cc1ccc(F)cc1	-6%	-10	-20	-8%	?	-9%	-21%	19%	-2%
Cc1cc(C(=O)CSc2nnc(C3COc4ccccc4O3)n2C)c(C)n1-c1ccc(F)cc1 (stereo not drawn)	-2%	2	-2	-17%	-13%	-7%[9.22 µM]	?	?	3%
COCCNC(=O)CN(C(=O)c1ccc(N2CCCC2)nc1)c1ccc(F)c(Cl)c1	-3%	3	-9	-11%	-3%	-20%[1.84 µM]	?	7%	-7%
CN(C)S(=O)(=O)c1cc(NC2CC(=O)N(c3ccc(F)cc3)C2=O)ccc1Cl (stereo not drawn)	8%	9	-1	7%	0%	-48%[inhibitor]	8%	6%	7%
CC(C)(C)C1CCc2c(sc(NC(=O)c3ccco3)c2C(N)=O)C1 (stereo not drawn)	6%	9	-22	-13%	4%	-2%	-1%	18%[9.22 µM]	-1%
C/C(Cc1ccccc1)=N\NC(=O)CNC(=O)c1ccccc1	6%	5	10	6%	1%	-13%	?	0%	3%
Cc1ccc(C(=O)N2CCOCC2)cc1S(=O)(=O)Nc1cccc(C)c1C	1%	-4	0	0%	9%	-3%	1%	1%	7%
CCOc1ccccc1OCC(=O)OCC(=O)c1c(C)[nH]c2ccccc12	-7%	2	12	11%	2%	-3%	-2%	0%	1%
O=C(COc1ccccc1)Nn1c(-c2ccccc2)nc2ccccc2c1=O	-3%	-9	10	3%	-10%	-4%	-2%	0%	0%
CC(C)(C)c1cc(NC(=O)CSc2nnc(NCc3ccccc3)s2)n(-c2ccccc2)n1	-5%	7	1	-16%	-5%	2%	?	?	-13%
CC(C)C(N)c1csc(Nc2ccccn2)n1 (stereo not drawn)	0%	2	-11	-2%	8%	.	5%	.	-2%
COc1ccc(-n2ncc3c2CC(C)(C)CC3NC(=O)CSc2ccccn2)cc1 (stereo not drawn)	-8%	5	10	-6%	-19%	1%	3%	0%	-1%
O=S(=O)(Nc1cccc(F)c1)c1ccc(S(=O)(=O)N2CCOCC2)cc1	0%	-8	11	-16%	1%	.	-14%	.	-2%
CCOC1=C2[C@@H](CN(S(=O)(=O)c3ccc(C)cc3)[C@H]2c2ccccc2F)[C@H]2C(=O)N(C3CCCCC3)C(=O)[C@H]2C1	0%	4	-6	10%	-2%	.	7%	.	24%
COc1cc(/C=N/NC(=O)c2ccc(=O)[nH]n2)ccc1O	0%	6	0	27%	-15%	.	10%	-4%	?
CCOC(=O)c1c(-c2ccccc2)csc1NC(=O)c1nc(SCC)ncc1Cl	-13%	-7	.	.	1%	.	3%	.	.
CCOC(=O)C1=C(C)NC(C)=C(C(=O)OCC)C1c1cc(N)ccc1OC(F)F	1%	-5	-6	6%	4%	-1%	-6%	13%	0%
COc1ccc(NC(=O)c2cccc(N3C(=O)C4C5C=CC(C6CC56)C4C3=O)c2)cc1 (stereo not drawn)	-16%	8	0	0%	0%	-8%	?	8%	-14%
O=C(CCSc1ccc(Cl)cc1)N1CCCCCC1	-7%	8	?	-4%	3%	-10%	-16%	16%	0%
Cc1ccc2oc(C(=O)Nc3nonc3C)c(C)c2c1	2%	5	-23	6%	-6%	-1%	-4%	-1%	6%
COCCSc1nnc(NS(=O)(=O)Cc2ccccc2)s1	0%	-3	22	12%	3%	0%	20%	14%	6%
O=C(c1cccc(C(F)(F)F)c1)C1CCCN(C(=O)C2CCOCC2)C1 (stereo not drawn)	.	-8	-15	-13%	5%	6%	.	9%	-15%
CCOC(=O)C1CN(S(=O)(=O)c2cc(OC)ccc2OC)C1	3%	2	-14	15%	-12%	-15%	-10%	0%	14%
CCCCCCSC1=C(C#N)C(=O)NC2(CCCCC2)S1	0%	0	-10	-1%	1%	1%	?	10%	-7%
CN(CCNC(=O)CCNC(=O)Cn1ccc2ccccc2c1=O)Cc1ccccc1	-26%	0	-15	1%	-17%	?	4%	-5%	-5%
Cc1ccc(-c2nc(NC(=O)c3cc(C(C)(C)C)nn3C)sc2C)cc1Cl	?	25	-1	3%	0%	-7%	?	10%	4%
CCn1c(C)csc1=NC(=O)c1ccccc1O	4%	-4	-6	-21%	13%	-2%	-9%	-4%	0%
Cc1ccc(C)c(CSc2nnc(-c3ccccn3)n2N)c1	-1%	1	-12	-2%	-26%	?	-25%	?	-1%
CC(=O)Nc1cc2c(cc1NC(=O)Cn1nc(-c3ccccc3)ccc1=O)OCCO2	3%	0	5	2%	3%	-28%	?	-21%	4%
O=C(NCCN1CCOCC1)c1ccc(CSc2nc3ccncc3n2Cc2ccc(F)cc2)cc1	-1%	2	-18	-1%	0%	1%	?	16%	-10%
CN(C)CCNC(=S)Nc1cccc(Cl)c1	?	0	-66*	-8%	-7%	0%	1%	-2%	-13%
Cc1ccc2cc(C(c3nnnn3Cc3ccccc3)N3CCc4ccccc43)c(=O)[nH]c2c1C (stereo not drawn)	-22%	2	56	-14%	-7%	?	-1%	3%	-14%
COc1cc(C(=O)Nc2ccc(Cl)c(C(F)(F)F)c2)cc(OC)c1OC	-9%	1	-84*	-17%	-24%	1%	?	?	?
N#C/C(=C\c1cc2ccccc2nc1N1CCOCC1)C(=O)Nc1ccc(N2CCOCC2)cc1	8%	1	12	-2%	0%	-4%	?	-3%	-3%
Cc1ccccc1C(=O)Nc1ccccc1C(=O)NC1CC1	1%	-15	34	7%	-16%	0%	-11%	0%	-1%
COCCNC(=O)c1ccc(N2CCCCC2)c(NS(=O)(=O)c2ccc(C)cc2)c1	-1%	-17	-1	-3%	10%	0%	?	-5%	3%
Cc1cccc(OCCn2c(SCC(N)=O)nc3ccccc32)c1	2%	-5	.	.	2%	.	-4%	.	.
O=C(CCCc1ccccc1)Nc1nncs1	0%	3	-5	0%	-8%	-13%	9.2µM*	-4%	11%
COc1ccc(C2CC(=O)C(C=NCCO)=C(O)C2)cc1 (stereo not drawn)	3%	6	0	10%	1%	-4%	13%	0%	7%
C=CCNC(=S)N1CCN(c2ncc3c(=O)c(C(=O)O)cn(CC)c3n2)CC1	-9%	-2	-15	-2%	7%	3%	-2%	-5%	8%
Cc1nc(N)sc1-c1csc(Nc2ccccc2)n1	-1%	3	-2	-5%	38%[activator]	?	-22%	?	-3%
O=C(CCSCCC(=O)NCCN1CCOCC1)NCCN1CCOCC1	2%	1	8	14%	1%	-7%	13%	0%	18%
O=C(CCNS(=O)(=O)c1ccc2c(c1)CCN2C(=O)C1CC1)N1CCN(c2ccccc2F)CC1	-19%	-3	.	.	3%	.	0%	.	.
Cc1cc(Br)ccc1NC(=O)CN(C)C(=O)C1CSC2(C)CCC(=O)N12 (stereo not drawn)	4%	6	14	4%	-24%	1%	?	1%	5%
CCN(/C(N)=N/c1nc(C)cc(C)n1)c1ccccc1	8%	3	50	-13%	-8%	6%	2%	8%	7%
Nc1[nH]c(=S)[nH]c(=O)c1-c1ccccc1	10%	-2	3	8%	-18%	2%	-4%	1%	14%

Four entries picked at random from the list so far, as already listed:
SMILES	KB-3-1 cytotox	D3 ag	IL1B secr inh	HT1080 IDH1KD tx	HEK293 tox	SW480 rereplic	KB-V1 MDR tox	MCF10A rereplic	HT1080-NT tox
O=C(CCSCCC(=O)NCCN1CCOCC1)NCCN1CCOCC1	2%	1	8	14%	1%	-7%	13%	0%	18%
Cc1cc(Br)ccc1NC(=O)CN(C)C(=O)C1CSC2(C)CCC(=O)N12 (stereo not drawn)	4%	6	14	4%	-24%	1%	?	1%	5%
O=C(CCCc1ccccc1)Nc1nncs1	0%	3	-5	0%	-8%	-13%	9.2µM*	-4%	11%
CCN(/C(N)=N/c1nc(C)cc(C)n1)c1ccccc1	8%	3	50	-13%	-8%	6%	2%	8%	7%

Screens from PubChem BioAssay.
